# Compound activity as filed in PubChem.
# LEDGF integ inh: blocks HIV-1 LEDGF/p75-dependent DNA integration; TR-FRET IN-LEDGF/p75 DNA integration, Eu/Cy5; AID 743269; inhibition, % at 3.7 µM; 0.64% of 370,000 active;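 active means inhibition above the screen-wide mean plus 3 SD, cut at about 13% in these data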;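 further: signal is the Cy5 over europium emission ratio at 671 and 618 nm; 0% = plate median of compound wells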
# PRMT1 inh: inhibitors of human PRMT1. Q99873. recombinant PRMT1, activity-based probe fluorescence polarization. inhibition, % at 2.79 µM. 1.3% of 370,000 active;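 active means inhibition above about 21% made by adding two undisclosed values, limit read from the data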
# MBD2 DNA inh: blocks human MBD2 binding to methylated DNA. TR-FRET, MBD2 binding to methylated oligonucleotide. 0.31% of 370,000 active. inhibition, % at 4.4 µM; in the data active means inhibition above about 13%
# Target sequence (Q9UBB5 whole entry, looked up): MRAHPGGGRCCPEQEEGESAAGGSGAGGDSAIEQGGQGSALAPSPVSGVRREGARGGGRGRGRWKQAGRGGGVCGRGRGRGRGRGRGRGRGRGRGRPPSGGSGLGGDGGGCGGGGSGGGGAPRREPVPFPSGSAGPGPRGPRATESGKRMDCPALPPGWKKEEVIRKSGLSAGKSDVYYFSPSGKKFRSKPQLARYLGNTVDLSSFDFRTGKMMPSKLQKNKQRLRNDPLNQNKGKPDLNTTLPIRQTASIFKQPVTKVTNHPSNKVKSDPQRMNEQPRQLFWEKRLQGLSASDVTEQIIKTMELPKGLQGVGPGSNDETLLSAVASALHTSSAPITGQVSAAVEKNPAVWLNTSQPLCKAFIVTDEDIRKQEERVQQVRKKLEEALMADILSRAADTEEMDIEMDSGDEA
# TCR CD3 inh: human TCR-CD3 binding inhibition. inhibition, % at 9.4 µM. TAMRA-labeled TCR probe fluorescence, biochemical. 0.37% of 360,000 active; in the data active means inhibition above about 19%;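 further: recombinant mutant TCR 2C K166C tagged with TAMRA read by polarization; 0% = receptor in buffer alone and 100% = receptor with positive control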
# HTRA1 inhibitor: HTRA1 (human) protease inhibition; inhibition, % at 5.96 µM; recombinant HTRA1, FP-rhodamine activity-based probe, fluorescence polarization; 0.5% of 340,000 active; AID 504803; Q92743; in the data active means inhibition above about 36%;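 further: 0% = enzyme with DMSO and 100% = wells lacking enzyme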
# Target sequence (Q92743 whole entry, looked up): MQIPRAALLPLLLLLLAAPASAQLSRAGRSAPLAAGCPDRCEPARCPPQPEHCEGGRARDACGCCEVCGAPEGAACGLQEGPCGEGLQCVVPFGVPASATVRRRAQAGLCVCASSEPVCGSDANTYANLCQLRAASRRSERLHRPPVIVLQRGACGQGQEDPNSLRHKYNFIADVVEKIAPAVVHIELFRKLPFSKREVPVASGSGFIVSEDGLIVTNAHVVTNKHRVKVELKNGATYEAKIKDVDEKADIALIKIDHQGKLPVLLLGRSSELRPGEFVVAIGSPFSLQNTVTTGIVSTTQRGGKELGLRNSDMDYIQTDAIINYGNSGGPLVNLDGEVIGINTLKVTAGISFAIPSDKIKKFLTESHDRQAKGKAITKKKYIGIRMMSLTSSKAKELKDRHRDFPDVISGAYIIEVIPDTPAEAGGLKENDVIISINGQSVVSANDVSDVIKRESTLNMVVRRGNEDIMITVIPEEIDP
# mABHD4 FP: inhibitors of mouse ABHD4; purified mABHD4, FP-Rh probe fluorescence polarization; inhibition, % at 8.92 µM; 0.54% of 370,000 active; AID 720543;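 active means inhibition exceeding the mean over every tested compound plus 3 SD, cut at about 30% in these data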;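 further: 0% = plate median of compound wells and 100% = S159A mutant with DMSO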
#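 Test system: mABHD4 protein; Read-out basis: % inhibition; Incubation: 45 min + 60 min at 25 °C; Repeats: single replicate; Technique: fluorescence polarization with parallel and perpendicular emission, 525/598 nm; Compound: 8.92 µM, single dose; Benchmarks: full inhibition S159A mutant plus DMSO, zero as sample-well median.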
# UHRF1 binding: blocks human UHRF1 binding to methylated DNA; Q96T88; UHRF1 binding to methylated oligo, TR-FRET; inhibition, % at 4.4 µM; 0.75% of 370,000 active; AID 687016; in the data active means inhibition above about 21%;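 further: UHRF1 SRA domain binding a hemimethylated CpG hairpin DNA probe; 0% = median of test compound wells and 100% = reference inhibitor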
# Rev-erbA mod: modulates human Rev-erb alpha binding to DNA; P20393; Rev-erbα–FITC-DNA binding, fluorescence polarization, 90 min; activity, % at 10 µM; 0.79% of 370,000 active;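 active means activity above about 14%, limit read from the data; passing the limit was not always enough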;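 further: 0% = DMSO wells with 35 nM protein and 100% = DMSO wells with 750 nM protein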
# PG9 Ab binder: small molecules binding HIV-1 gp120 antibody PG9. 0.43% of 360,000 active. inhibition, % at 6.7 µM. TR-FRET gp120-PG9 antibody binding. AID 624416; in the data active means inhibition above about 8.5%
# rCAG binder: r(CAG) repeat RNA binding. AID 651821. TO-PRO-1 dye displacement fluorescence. 1.3% of 370,000 active. inhibition, % at 3 µM;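 active means inhibition above the plate cutoff, the mean of all test compounds on that plate plus 3 SD, cut at about 35% in these data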;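 further: 0% = DMSO alone and 100% = 100 µM mitoxantrone as full dye displacement; higher means more dye released from RNA so lower well fluorescence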
# * hit, by the source's call; x = no result given. An excerpt, so the mix of outcomes need not match the whole.
1	O=C(CN1CCN(c2ccccn2)CC1)Nc1ccc([N+](=O)[O-])cc1C(=O)Nc1ccccc1F
2	CN(C)C(=O)c1cn(-c2ccccc2)nc1-c1cccs1
3	COc1ccc(-c2cc(C(=O)Nc3c(F)cc(F)cc3Br)no2)cc1
4	O=C(NCCc1ccccc1)OCc1cn(-c2ccccc2Cl)nn1
5	Cc1ccc(S(=O)(=O)N2CCN(C(=O)COC(=O)CCOc3ccccc3)CC2)c(C)c1
6	Cn1cnnc1SCc1ccccc1Br
assay / compound	1	2	3	4	5	6
LEDGF integ inh	1	17*	-1	-5	-6	-1
PRMT1 inh	-4	-2	0	1	8	-1
MBD2 DNA inh	0	0	-5	1	8	-6
TCR CD3 inh	10	-7	1	x	-4	9
HTRA1 inhibitor	-8	-2	-5	x	1	8
mABHD4 FP	-2	2	-1	1	-12	5
UHRF1 binding	2	1	-3	1	3	1
Rev-erbA mod	3	-5	-2	2	2	-2
PG9 Ab binder	-0.2	0.4	-0.3	x	0.1	0.8
rCAG binder	0	0	5	3	4	1

7	COc1ccc(CC(NC(C)=O)C(=O)NC2CCN(C(=O)NCc3ccccc3)CC2)cc1OC (stereo not given)
8	Cc1csc2nc(NC(=O)c3ccccc3)sc(=O)c12
9	C#CCOCCOCCOCCNc1nc(N2CCN(C(=O)[C@H](CCCN=C(N)N)n3cc(C(N)[C@@H](C)CC)nn3)CC2)nc(N2CCN(C(=O)[C@H](CCCCN)n3cc([C@@H](N)[C@H](C)CC)nn3)CC2)n1 (stereo not given in full)
10	CCCc1nc2oc3c(NCCOCCO)ncnc3c2c2c1COC(C)(C)C2
11	O=C(NCc1ccccc1F)C(=O)NCC1OCCCN1S(=O)(=O)c1cccs1 (stereo not given)
12	O=S(=O)(NC1CC1)c1cccc(S(=O)(=O)N2CCCC2)c1
assay / compound	7	8	9	10	11	12
LEDGF integ inh	2	1	0	-1	-1	-4
PRMT1 inh	-2	-5	-2	0	7	2
MBD2 DNA inh	1	-1	6	2	4	-1
TCR CD3 inh	0	-11	0	7	-8	0
HTRA1 inhibitor	0	x	0	4	-2	2
mABHD4 FP	-1	-7	6	-1	-9	-7
UHRF1 binding	-4	2	10	0	2	0
Rev-erbA mod	-5	24*	3	-4	1	4
PG9 Ab binder	0.3	-0.3	-2.5	-0.9	0.0	-2.4
rCAG binder	-5	2	17	-6	-3	-4

13	Cc1ccc(Sc2ncccc2C(=O)NCC(c2ccc(F)cc2)N2CCOCC2)cc1C (stereo not given)
14	COc1ccc(S(=O)(=O)Nc2ccc3c(c2)C(=O)N([C@H](C)CO)C[C@H](C)[C@@H](CN(C)C(=O)NC(C)C)O3)cc1
15	Cc1cnc(C(=O)OCC(=O)C23CC4CC(CC(C4)C2)C3)cn1
16	CCCCCCC1CC(CCc2nc(=S)[nH][nH]2)C(=O)O1 (stereo not given)
17	NC(=O)COc1ccc(NS(=O)(=O)Cc2ccccc2)cc1
18	CC(C)c1ccc(NC(=O)C(c2ccccc2)N(C)C(=O)CCc2c[nH]c3ccccc23)cc1 (stereo not given)
assay / compound	13	14	15	16	17	18
LEDGF integ inh	3	0	-3	3	-2	0
PRMT1 inh	-2	0	6	8	-4	3
MBD2 DNA inh	2	0	0	4	-1	1
TCR CD3 inh	1	7	-2	-5	-6	-2
HTRA1 inhibitor	-3	3	2	4	0	-28
mABHD4 FP	-5	7	3	3	-1	-6
UHRF1 binding	-2	-1	4	-4	2	1
Rev-erbA mod	-5	-5	2	1	-2	9
PG9 Ab binder	-1.8	-0.3	-1.4	1.5	-1.1	0.5
rCAG binder	-5	2	-6	1	-1	20

19	Cn1cnc2c(=O)[nH]cc([N+](=O)[O-])c21
20	COc1ccc(OC)c(C(=O)CN2C(=O)NC(C)(c3ccccc3)C2=O)c1 (stereo not given)
21	Cc1ccc(C)c(N2CCN(C(=O)CNS(=O)(=O)c3cccs3)CC2)c1
22	COc1ccc2nc3ccccc3nc2c1
23	C[C@H]1NC(=O)[C@@]2(C)[C@@H](c3ccccc3)[C@H]3COc4ccccc4[C@H]3N2C1=O
24	O=C(O)Cn1cc(C(=O)c2cccs2)c2ccccc21
assay / compound	19	20	21	22	23	24
LEDGF integ inh	-5	5	0	-1	2	2
PRMT1 inh	2	-2	-1	-1	3	-3
MBD2 DNA inh	-4	0	-1	-9	5	-6
TCR CD3 inh	-5	0	-1	0	-5	11
HTRA1 inhibitor	5	3	-4	2	-2	-1
mABHD4 FP	2	-2	-7	6	-8	-1
UHRF1 binding	3	0	2	-9	1	-4
Rev-erbA mod	3	2	-2	0	1	-5
PG9 Ab binder	-0.9	-0.5	0.0	-9.0	1.8	-0.9
rCAG binder	-3	2	0	0	-1	4

25	Cc1cc2ncn(-c3nnnn3-c3ccccc3)c2cc1C
26	CC(=O)N1CCCN(S(=O)(=O)c2ccc3c(c2)n(C)c(=O)c(=O)n3C)CC1
27	O=C1NC(c2ccccc2)C(C(=O)c2cccs2)C(O)(C(F)(F)F)N1 (stereo not given)
28	CN(C)S(=O)(=O)c1ccc(N2CCCC2)c(C(=O)Nc2ccc(C(N)=O)cc2)c1
29	CCOc1cccc(NC(=O)C2CC(=O)N(C)C(=Nc3cccc(F)c3)S2)c1 (stereo not given)
30	Cc1ccc(OCCCc2c(C)n[nH]c2C)cc1
assay / compound	25	26	27	28	29	30
LEDGF integ inh	1	3	-1	1	1	7
PRMT1 inh	-5	-5	1	-2	0	-3
MBD2 DNA inh	1	6	5	1	2	-3
TCR CD3 inh	6	x	1	0	2	3
HTRA1 inhibitor	-4	x	8	4	-28	7
mABHD4 FP	4	7	2	5	-17	0
UHRF1 binding	-2	3	2	1	0	0
Rev-erbA mod	-1	-3	4	-7	7	6
PG9 Ab binder	2.3	x	1.4	0.3	-1.8	-1.8
rCAG binder	-4	4	2	3	0	-5

# Single records (already shown). Order of values: LEDGF integ inh | PRMT1 inh | MBD2 DNA inh | TCR CD3 inh | HTRA1 inhibitor | mABHD4 FP | UHRF1 binding | Rev-erbA mod | PG9 Ab binder | rCAG binder
# `CC(=O)N1CCCN(S(=O)(=O)c2ccc3c(c2)n(C)c(=O)c(=O)n3C)CC1` reads 3 | -5 | 6 | x | x | 7 | 3 | -3 | x | 4
# `CN(C)S(=O)(=O)c1ccc(N2CCCC2)c(C(=O)Nc2ccc(C(N)=O)cc2)c1` reads 1 | -2 | 1 | 0 | 4 | 5 | 1 | -7 | 0.3 | 3
# `CCOc1cccc(NC(=O)C2CC(=O)N(C)C(=Nc3cccc(F)c3)S2)c1` (stereo not given) reads 1 | 0 | 2 | 2 | -28 | -17 | 0 | 7 | -1.8 | 0
# `Cc1ccc(OCCCc2c(C)n[nH]c2C)cc1` reads 7 | -3 | -3 | 3 | 7 | 0 | 0 | 6 | -1.8 | -5

# The results go on:
31	COc1ccc(-c2coc3cc(OC(=O)N4CCOCC4)ccc3c2=O)cc1
32	COc1ccc(N2CCN(C(=O)c3nn(C)c4c3CS(=O)(=O)c3ccccc3-4)CC2)cc1
33	O=C(CN(C(=O)c1ccccc1Cl)N1C(=O)C2C3C=CC(C3)C2C1=O)c1cccs1 (stereo not given)
34	O=C(COc1ccc(/C=C\[N+](=O)[O-])cc1)N1CCOCC1
35	CCC/C(O)=C1\C(=O)CC(C)(C)CC1=Nc1ccccc1OC
36	Cc1cc(NC(=O)CSCC(=O)N(C)Cc2cccc(Cl)c2)no1
assay / compound	31	32	33	34	35	36
LEDGF integ inh	0	5	-1	2	1	4
PRMT1 inh	-1	-4	2	1	1	-3
MBD2 DNA inh	5	-4	0	5	-2	-4
TCR CD3 inh	1	1	2	4	1	5
HTRA1 inhibitor	1	-1	-6	-2	-3	-4
mABHD4 FP	1	-6	-5	-9	5	-8
UHRF1 binding	-1	-5	-2	-2	-1	0
Rev-erbA mod	3	-10	-8	-4	1	0
PG9 Ab binder	0.4	-0.8	1.1	-0.4	1.0	-1.6
rCAG binder	-3	6	-6	14	-9	-6

37	CCc1nc(N[C@@H](CC(C)C)C(=O)O)c2oc3ccccc3c2n1
38	Cc1ccccc1-c1nc2ccccc2c(=O)n1/N=C/c1ccc([N+](=O)[O-])cc1
39	Cc1ccccc1S(=O)(=O)Cc1ccc(C(=O)NC(C)c2ccc3c(c2)OCCO3)o1 (stereo not given)
40	Cc1ccc(S(=O)(=O)CCC(=O)Nc2nc(-c3ccccn3)cs2)cc1
41	CC(C(=O)NCc1ccc2c(c1)OCO2)N1c2cccc3cccc(c23)S1(=O)=O (stereo not given)
42	C=CCN1C(=O)c2oc3ccccc3c(=O)c2C1c1ccc(O)c(OC)c1 (stereo not given)
assay / compound	37	38	39	40	41	42
LEDGF integ inh	0	7	1	5	-3	-4
PRMT1 inh	-2	-7	-2	-1	1	5
MBD2 DNA inh	4	15*	1	0	0	2
TCR CD3 inh	-1	6	0	0	-8	-3
HTRA1 inhibitor	-1	0	2	4	-4	-3
mABHD4 FP	1	5	-14	-1	3	-1
UHRF1 binding	1	1	1	-2	1	0
Rev-erbA mod	1	3	-3	1	4	3
PG9 Ab binder	-1.2	-2.2	-1.6	0.3	-1.1	0.9
rCAG binder	8	0	6	3	2	0

43	COc1ccc(OCCNC(=O)c2ccc3nc(C)c(N(C)C(=O)CCc4ccccc4)n3c2)cc1
44	O=C(NCC1CCCO1)c1ccccc1NS(=O)(=O)c1cc([N+](=O)[O-])ccc1Cl (stereo not given)
45	O=C(NCCC(F)(F)F)C1Cc2c(-c3ccc(Cl)cc3)ccnc2O1 (stereo not given)
46	C=CCCC(=O)N1C[C@H]2CCN(C)[C@H]2C[C@H]1c1ccccc1
47	COc1ccc(/C(N)=N/OC(=O)CCc2ccccc2)cc1OC
48	CC(=O)NC1=NC(=O)/C(=C/c2cn(C(C)=O)nc2-c2ccccc2)S1
assay / compound	43	44	45	46	47	48
LEDGF integ inh	-4	2	-4	3	-4	-2
PRMT1 inh	3	-2	-1	-8	-3	31*
MBD2 DNA inh	2	0	1	-2	-1	-3
TCR CD3 inh	0	6	-2	5	4	-2
HTRA1 inhibitor	x	2	x	x	-14	-4
mABHD4 FP	-12	-3	-2	6	-6	-21
UHRF1 binding	2	2	2	-1	-4	-7
Rev-erbA mod	-6	-2	-9	-1	-3	-4
PG9 Ab binder	0.9	0.0	0.2	0.1	-0.9	-0.6
rCAG binder	0	24	1	5	-7	6

# Quoted from the listing.
# O=C(NCC1CCCO1)c1ccccc1NS(=O)(=O)c1cc([N+](=O)[O-])ccc1Cl (stereo not given) | LEDGF integ inh = 2
# C=CCCC(=O)N1C[C@H]2CCN(C)[C@H]2C[C@H]1c1ccccc1 | MBD2 DNA inh = -2

# (listing goes on)
49	CCOC(=O)c1sc(=NC(=O)/C=C/c2ccccc2)n(C)c1C
50	COc1cccc(CN2CCNC(=O)C2CC(=O)N(C)CCc2ccccn2)c1 (stereo not given)
51	COc1ccnc(Oc2ccccc2)n1
52	CCc1ccc(NCc2nc(-c3ccccc3)no2)cc1
53	O=C(c1cccc(Cl)c1)N1CCC(N2CCC(C(=O)N3CCCC3)CC2)CC1
assay / compound	49	50	51	52	53
LEDGF integ inh	3	2	-2	2	2
PRMT1 inh	-4	-6	0	-6	-1
MBD2 DNA inh	-2	-6	4	11	-3
TCR CD3 inh	4	1	4	2	-5
HTRA1 inhibitor	0	0	3	1	-4
mABHD4 FP	1	0	-2	-8	1
UHRF1 binding	4	-1	2	0	3
Rev-erbA mod	3	-3	2	4	-1
PG9 Ab binder	0.7	-1.0	-0.1	-1.7	0.2
rCAG binder	0	-2	-3	2	-3
